ATXN viability: Viability Counterscreen for Primary qHTS for Inhibitors of ATXN expression; S2 cells (HEK-293 line with an ATXN2-luciferase reporter) viability, CellTiter-Fluor protease fluorescence, 24 h; Potency, µM (top dose mostly 56.7 µM), most hits filed as cytotoxic; 400,000 compounds, 0.49% hits; note: potency is the fitted concentration of half-maximal effect; nearly all actives have a fitted effect of over 40% in size
TGFb inhibitor: qHTS for Inhibitors of TGF-b; HepG2 CAGA-GFP TGF-b/SMAD3 reporter, GFP fluorescence, 18 h; TGF-beta stimulated, 500 pg/mL final; Potency, µM (doses to about 46.1 µM), without a hit: top-dose activity, negative = inhibition, most hits filed as inhibitors; 410,000 compounds, 1.2% hits; AID 588855, 2011; note: potency is the fitted concentration of half-maximal effect; % is set by controls: 0 for no effect and ±100 for the full control effect; nearly all actives have a fitted effect of over 65% in size
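Inhibition was scored as loss of TGF-beta-induced (500 pg/mL final, 18 hours, 37 degrees C) GFP in HEPG2 cells carrying a CAGA-GFP reporter, in DMEM with 1% FBS. Well GFP was summed per cell; Activity was normalised to unstimulated and stimulated DMSO wells, then concentration-response fitting.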
Mm-Cpn inhibitor: Inhibitors of TCP-1 ring complex (TRiC) of Methanococcus maripaludis (MmCpn): qHTS; Potency, µM (top dose mostly 76.9 µM), inactives show at the highest dose activity, negative = inhibition, most hits filed as inhibitors; purified Mm-Cpn ATPase, ADP Transcreener TR-FRET; AID 504842, 2011; 330,000 compounds, 0.031% hits; note: potency is the fitted concentration of half-maximal effect; % is set by controls: 0 for no effect and ±100 for the full control effect; nearly all actives have a fitted effect of over 80% in size
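ATP (10 uM final) was added to archaeal chaperonin (25 nM final) after 10 min exposure to test compound at 37°C; after 30 min further incubation, ADP was detected by competitive TR-FRET.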
HepG2 tox: qHTS for Inhibitors of TGF-b: Cytotox Counterscreen | HepG2 CAGA-GFP viability, ATP luminescence, 18 h | Potency, µM (series often up to 46.1 µM), inactives show at the highest dose activity change, negative = cytotoxicity, hits mostly cytotoxic | 410,000 compounds, 0.76% hits | AID 588856, 2011; note: potency is the fitted concentration of half-maximal effect; some results filed as inactive show a strong effect at the top dose
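HepG2 CAGA-GFP cells (1000/well, DMEM with 1% FBS) received compound, then TGF-beta at 500 pg/mL final, and were incubated 18 hours at 37 degrees C. Viability was read by CellTiter-Glo luminescence. Media-only wells were set as complete cell-killing and DMSO as no toxicity.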
Nrf2 activator: qHTS of Nrf2 Activators | 410,000 compounds, 0.31% hits | AREc32 ARE-luciferase reporter (MCF7-derived line), luminescence, 24 h | Potency, µM (top dose mostly 46.1 µM), for inactives: at the highest dose activation, most hits filed as activators | AID 624171, 2012; note: potency is the fitted concentration of half-maximal effect; % of control where 0% means no effect; nearly all actives have a fitted effect of over 65% in size
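Reporter line AREc32 (ARE-Fluc), seeded overnight in OPTI-MEM with 5% FBS; compound pin-transferred, 24 hr at 37 deg C, 5% CO2; luminescent read-out.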
pAkt inh: HTS Assay for Inhibitors of Akt Phophorylation: Primary Screen; AID 651550, 2012; Neuro2A IGF-stimulated pAkt S473 HTRF, 20 min; active compounds read low; activity change, % for hits at 50 µM; 360,000 compounds, 0.32% hits; in the data active = activity change below about -80%; inconclusive = mostly about -51% to -80%; note: % is set by controls: 0 for no effect and ±100 for the full control effect
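Single-point screen (50 µM final compound) in Neuro2A cells stimulated 20 min with 6 nM IGF at 37 deg C. After lysis, Ser473-phosphorylated Akt read by HTRF (ex 330 nm, em 615/665 nm) as the 665/615 ratio.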
A549 viability: Nrf2 qHTS screen for inhibitors: counterscreen for cytotoxicity; AID 504648, 2011; A549 ARE-Fluc cells, CellTiter-Fluor viability, 18-24 h; 390,000 compounds, 0.16% hits; Potency, µM (series often up to 46 µM), for inactives: top-dose activity change, negative = cytotoxicity, hits mostly inhibitors; note: potency is the fitted concentration of half-maximal effect; % is set by controls: 0 for no effect and ±100 for the full control effect
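Cytotoxicity counterscreen: CellTiter-Fluor fluorescence was measured in A549 ARE_Fluc cells after 18-24 h of compound exposure in a concentration series. The subsequent BugLite luminescent read reports ARE-luciferase activity.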
Nrf2 block: Nrf2 qHTS screen for inhibitors. A549 ARE-Fluc reporter, luciferase luminescence, 18-24 h. Potency, µM (series often up to 46 µM), without a hit: at the top dose activity change, negative = inhibition, usual class: inhibitors. 360,000 compounds, 2.1% hits; note: potency is the fitted concentration of half-maximal effect; % is set by controls: 0 for no effect and ±100 for the full control effect; nearly all actives have a fitted effect of over 60% in size
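Two sequential reads on A549 ARE_Fluc cells exposed to compound for 18-24 h: a CellTiter-Fluor fluorescence read for viability, then a luciferase luminescence read for Nrf2/ARE activity.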
CCT chaperon mod: High-Throughput Screening for Modulators of Cytosolic Chaperonin Activity; purified chaperonin ATPase assay, HTRF ADP detection, 30 min; 360,000 compounds, 0.3% hits; activity change, % (test concentration not listed), hits read low; AID 651819, 2012; in the data active = activity change below about -30%; note: % is set by controls: 0 for no effect and ±100 for the full control effect
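Nucleotide hydrolysis assay: TRiC at 20–40 nM final (set by batch activity) with 10 uM ATP, 30 min at 37 °C, in presence of 76 uM compound. Detection by competitive ADP HTRF, 30 min ambient.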
An asterisk follows results filed as active; i = inactive; u = inconclusive; x = no result given; & = joins results of further samples; [ ] = remark or other dose. Unless noted, calls come from the whole dose curve; as a rule, active = well fitted curve in the direction sought with a large enough effect; inconclusive = small, poorly fitted or top-dose-only effect, or another doubt; inactive = no such curve, though single readings can be large; an effect the other way counts as inactive or inconclusive.

SMILES	ATXN viability	TGFb inhibitor	Mm-Cpn inhibitor	HepG2 tox	Nrf2 activator	pAkt inh	A549 viability	Nrf2 block	CCT chaperon mod
COc1cccc(NC(=O)Cn2c(=O)oc3ccccc32)c1	i	33.4%[activator]	-0.1%	5.9%	0.1%	i	0.4%	11.4%	-4.4
COc1ccc(/C(C)=N/NC(=O)c2ccc(N(C)C)cc2)cc1	i	-0.4%	-2.8%	-13.2%	0.3%	i	-6.6%	-13.9%	-0.9
COc1cccc(NC(=O)Cn2nc3c4ccccc4n(Cc4cccc(F)c4)cc-3c2=O)c1	i	-21.3%	x	-15.7%	-0.6%	x	-27.9%	u	x
Cc1ccc(-n2nc(C)c(C(=O)NCCCN3CCN(c4ccccc4F)CC3)c2-n2cccc2)cc1	x	u	x	-64.4%	-2.7%	x	u	u	x
NC(=O)CSc1nnc(-c2cccc(S(=O)(=O)N3CCCCC3)c2)o1	i	-20.6%	-1.9%	-3.7%	0.0%	i	14.8%	u	-56.7*
CCc1ccccc1NC(=O)N1CCC(CN2CCc3ccccc3C2)CC1	x	-3.3%	x	-1.4%	0.8%	x	2.2%	u	x
CC1(C)CC(CC(=O)O)(c2ccccc2)CCO1 (centres undefined)	i	-17.6%	-0.4%	4.7%	0.2%	i	2.1%	20.7%	-0.8
O=C(NCc1ccccc1F)C1CCN(C(=O)Nc2ccc(F)cc2)CC1	i	-3.8%	-1.4%	-26.7%	-0.4%	i	-0.3%	-21.9%	-4.4
CCNC(=O)/C(C#N)=C/c1c(N2CCN(Cc3ccc4c(c3)OCO4)CC2)nc2c(C)cccn2c1=O	i	-4.8%	-0.2%	-2.7%	-0.2%	i	3.6%	19.3%	2.7
CC1(C)CC(=O)C=C(Nc2ccccc2F)C1	i	0.0%	0.8%	-99.2%	-0.6%	i	0.0%	x	-1.0
Fc1c(F)c(F)c(/C=N/NC(=S)Nc2cccnc2)c(F)c1F	u	-4.5%	u	-3.7%	u	i	2.1%	4.2%	-0.4
O=C(NCc1cccnc1)c1ccc2c(c1)N(Cc1ccccc1)CCS2	i	-24.1%	-11.8%	-15.4%	-0.2%	i	14.1%	-19.2%	0.3
CCO[C@@H]1OC(C(N)=O)=C[C@H](c2ccc(Br)cc2)[C@H]1CCCO	i	-44.0%	x	13.4%	0.0%	i	-2.0%	-16.9%	1.2
O=S(=O)(Nc1nc2ccccc2nc1NCC1CCCO1)c1ccc(F)cc1 (centres undefined)	i	-11.1%	-1.8%	10.9%	-1.3%	i	0.5%	u	0.0
COc1ccccc1CNC(=O)C(CCSC)NS(=O)(=O)c1ccc2c(c1)oc(=O)n2C (centres undefined)	i	1.5%	2.0%	9.2%	-0.9%	i	-8.6%	x	-4.1
O=C(O)COc1ccccc1/C=N/NC(=O)Cc1csc(Nc2cccc(C(F)(F)F)c2)n1	i	3.5%	-6.2%	7.7%	-0.5%	i	-10.0%	4.7%	-2.5
COc1ccccc1NC(=O)COc1ccccc1C(=O)Nc1ccccc1	i	-13.5%&-1.1%	0.8%	1.7%&9.7%	3.3%	i	0.3%	-13.4%	-1.4
O=C(CCCN1CCN(c2ccccc2)CC1)c1ccc(F)cc1	i	19.6%	x	-1.7%	-1.3%	i	x	x	1.5
O=[N+]([O-])c1cccnc1NCCc1c[nH]c2ccccc12	i	-0.8%	0.6%	2.3%	2.3%	i	-7.9%	27.7%	-0.7
Cc1cc(C)nc(SCC(=O)c2ccc3c(c2)OCCO3)n1	u	-16.3%	2.2%	-3.3%	0.0%	i	6.7%	u	-1.7

Ordered by SMILES length (falling): part of the list above.
SMILES	ATXN viability	TGFb inhibitor	Mm-Cpn inhibitor	HepG2 tox	Nrf2 activator	pAkt inh	A549 viability	Nrf2 block	CCT chaperon mod
COc1ccccc1CNC(=O)C(CCSC)NS(=O)(=O)c1ccc2c(c1)oc(=O)n2C (centres undefined)	i	1.5%	2.0%	9.2%	-0.9%	i	-8.6%	x	-4.1
O=C(NCc1cccnc1)c1ccc2c(c1)N(Cc1ccccc1)CCS2	i	-24.1%	-11.8%	-15.4%	-0.2%	i	14.1%	-19.2%	0.3
COc1ccccc1NC(=O)COc1ccccc1C(=O)Nc1ccccc1	i	-13.5%&-1.1%	0.8%	1.7%&9.7%	3.3%	i	0.3%	-13.4%	-1.4

Other results:
SMILES	ATXN viability	TGFb inhibitor	Mm-Cpn inhibitor	HepG2 tox	Nrf2 activator	pAkt inh	A549 viability	Nrf2 block	CCT chaperon mod
CC(C)c1ccccc1OCC(=O)NCC(c1cccs1)N1CCOCC1 (centres undefined)	i	u	-3.3%	-28.4%	3.5%	i	-1.5%	x	-3.8
COC(=O)c1cc(NC(=O)c2cc(C)oc2C)cc(C(=O)OC)c1	i	4.2%	0.2%	-17.4%	4.3%	i	-2.7%	-9.5%	-2.3
O=C(NCCCN1CCN(CCCNC(=O)c2cccc(Cl)c2)CC1)c1cccc(Cl)c1	u	-11.0%	0.9%	3.7%	-0.4%	i	-2.1%	18.4%	1.3
COCCCNC(CC(=O)Nc1cc(C)cc(C)c1)C(=O)O (centres undefined)	i	-12.6%	x	-31.8%	-0.5%	i	-0.9%	-5.0%	-2.1
O=C1CC2(CCN(C(=O)COc3ccccc3)CC2)Oc2ccccc21	i	1.1%	-8.7%	-1.1%	-0.3%	i	-3.5%	-3.0%	-3.5
CC(=O)Nc1ccc(S(=O)(=O)NC2CCCCCC2)cc1	i	1.5%	1.5%	-10.9%	0.0%	i	7.2%	-4.0%	-1.0
COc1ccc(CC(NC(C)=O)C(=O)NC2CCN(c3nc(C)cc(C)c3C#N)CC2)c(OC)c1 (centres undefined)	i	17.3%	-0.6%	1.2%	-0.9%	i	1.4%	-19.1%	-1.6
COc1cc(OC)cc(C(=O)NNC(=S)NC2CC2)c1	i	-1.4%	0.8%	-20.3%	3.4%	i	2.8%	u	-0.9
CCC1(c2ccccc2)SC(N)=NC1=O (centres undefined)	i	u	x	3.6%	0.3%	i	0.6%	0.4%	-0.8
CCc1ccc(NC(=O)COC(=O)CCCC2=NS(=O)(=O)c3ccccc3N2)cc1	i	-0.9%&3.0%	-23.7%	-10.5%&-2.4%	0.4%&0.2%	i	1.8%&6.1%	-2.0%	1.6

Given comma-delimited: 4 of the compounds above.
canonical_smiles,ATXN viability,TGFb inhibitor,Mm-Cpn inhibitor,HepG2 tox,Nrf2 activator,pAkt inh,A549 viability,Nrf2 block,CCT chaperon mod
COc1ccc(CC(NC(C)=O)C(=O)NC2CCN(c3nc(C)cc(C)c3C#N)CC2)c(OC)c1 (centres undefined),i,17.3%,-0.6%,1.2%,-0.9%,i,1.4%,-19.1%,-1.6
COc1cc(OC)cc(C(=O)NNC(=S)NC2CC2)c1,i,-1.4%,0.8%,-20.3%,3.4%,i,2.8%,u,-0.9
CCC1(c2ccccc2)SC(N)=NC1=O (centres undefined),i,u,x,3.6%,0.3%,i,0.6%,0.4%,-0.8
CCc1ccc(NC(=O)COC(=O)CCCC2=NS(=O)(=O)c3ccccc3N2)cc1,i,-0.9%&3.0%,-23.7%,-10.5%&-2.4%,0.4%&0.2%,i,1.8%&6.1%,-2.0%,1.6

(listing goes on)
SMILES	ATXN viability	TGFb inhibitor	Mm-Cpn inhibitor	HepG2 tox	Nrf2 activator	pAkt inh	A549 viability	Nrf2 block	CCT chaperon mod
COc1ccc(N=Cc2c[nH][nH]c2=O)cc1	i	-0.5%	2.3%	5.1%	0.7%	i	-2.3%	12.4%	0.8
COc1ccc2[nH]c(C(=O)NCc3ccccc3)cc2c1	i	-16.4%	-2.1%	-4.7%	4.5%	i	7.9%	-3.0%	1.2
COCCn1nnnc1C(c1ccc(OC)cc1OC)N1CCN(c2ccccc2)CC1 (centres undefined)	i	1.9%	1.4%	5.7%	0.0%	i	10.1%	x	-1.8
CCCNC(=O)COC(=O)c1ccccc1C(=O)N(C)C1CCCCC1	i	-0.2%	2.2%	-6.5%	-0.6%	i	-2.5%	-1.0%	1.1
O=C(CSC1=NS(=O)(=O)c2cc(F)ccc2N1)NCc1ccccc1Cl	i	-2.2%	-8.1%	0.0%	0.0%	i	-0.7%	0.7%	3.1
COCCNC(=O)Cn1c(-c2cccs2)cc2cc(Cl)ccc21	i	-6.0%	x	-21.1%	11.8%	x	0.0%	-25.2%	x
O=c1c2ccccc2oc2cc(OCc3cccc(F)c3)cc(O)c12	i	-4.9%	0.2%	-28.4%	5.5%	i	9.0%	u	-2.0
CC1(C(=O)NS(=O)(=O)c2ccccc2Cl)CCN1C(=O)C1(c2ccc(Cl)cc2)CCC1 (centres undefined)	i	3.2%	x	-1.5%	-0.6%	i	x	x	0.9
NC(=O)C1CCCN(C(=O)c2ccc(NC(=O)c3cccs3)cc2)C1 (centres undefined)	i	-4.6%	-3.9%	-0.2%	-0.8%	i	5.6%	14.3%	-3.1
Cc1c(OCC(=O)NCCCN2CCOCC2)ccc2c1oc(=O)c1ccccc12	i	-1.4%	-2.9%	6.2%	-0.4%	i	-14.6%	-22.9%	-0.5
O=[N+]([O-])c1ccc(N2CCCCC2)c(Cl)c1N1CCCCC1	i	4.2%	-4.2%	-20.7%	-0.8%	i	0.3%	u	-0.1
COc1ccc(OC)c(NC(=O)COC(=O)CCCN2C(=O)c3ccccc3C2=O)c1	u	12.9%	0.4%	16.5%	-0.2%	i	2.2%	23.9%	-2.4
CCOC(=O)/C=C/C(=O)Nc1ccc(Oc2ccccc2)cc1	u	u	-1.5%	-36.9%	16.6%	i	-1.1%	-7.5%	-4.6
Cc1cc(C)c(S(=O)(=O)NCC(=O)NCc2ccccn2)c(C)c1	i	0.8%	0.7%	5.7%	-0.9%	i	-0.5%	22.8%	2.5
